Screening results deposited in PubChem BioAssay by several laboratories.
Runt-CBFb FRET = Runt domain-CBFb interaction inhibition; Q01196+Q13951; Cerulean-Runt/Venus-CBFb FRET ratio 530/480, 1 h; inhibition, % at 20 µM; 220,000 tested, 0.46% active; AID 1496;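 active means inhibition over about 50% at 20 µM in the single-dose screen, limit read from the data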;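 further: 0% = DMSO wells and 100% = excess unlabeled CBFb competitor control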
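Doses: 20 µM compound in 1% DMSO | Material: Cerulean-labeled Runt domain protein | Amount: Each fluorescent fusion protein 100 nM | Schedule: Two 1 h room-temperature incubations shielded from light | Measured by: FRET fluorescence | Evaluation: Loss of energy transfer signal | Controls: Unlabeled CBFb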
Furin inh = inhibitors of human furin; P09958; inhibition, % at 30 µM; 220,000 tested, 0.061% active; purified furin, fluorogenic substrate cleavage; AID 463115; in the data active means inhibition above about 25%; further: inactives centre near -15
Target sequence (P09958 108-714 limits assumed): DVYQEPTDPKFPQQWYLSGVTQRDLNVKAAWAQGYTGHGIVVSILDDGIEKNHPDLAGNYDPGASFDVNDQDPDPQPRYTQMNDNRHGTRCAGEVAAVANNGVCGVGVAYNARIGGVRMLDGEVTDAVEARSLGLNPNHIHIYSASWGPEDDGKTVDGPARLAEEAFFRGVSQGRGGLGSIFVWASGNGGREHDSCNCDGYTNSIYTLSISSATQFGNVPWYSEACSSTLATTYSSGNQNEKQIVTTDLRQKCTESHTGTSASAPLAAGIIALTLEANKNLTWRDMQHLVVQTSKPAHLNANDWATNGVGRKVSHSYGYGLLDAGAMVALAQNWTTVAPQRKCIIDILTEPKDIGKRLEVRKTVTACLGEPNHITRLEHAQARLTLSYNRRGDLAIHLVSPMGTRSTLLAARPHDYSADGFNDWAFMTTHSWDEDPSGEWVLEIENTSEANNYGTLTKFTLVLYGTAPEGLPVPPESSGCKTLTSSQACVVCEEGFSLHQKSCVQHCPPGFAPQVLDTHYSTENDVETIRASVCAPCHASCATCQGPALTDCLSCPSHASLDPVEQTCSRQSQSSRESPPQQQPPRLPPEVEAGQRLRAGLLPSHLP
EBV gp42 inh = EBV gp42 inhibition; Q1HVG2; Fluorescence polarization binding assay, mP read-out; inhibition, % (tested at 21.74 µM); 220,000 tested, 0.42% active; in the data active means inhibition above about 50%
Target sequence (Q1HVG2 whole entry, looked up): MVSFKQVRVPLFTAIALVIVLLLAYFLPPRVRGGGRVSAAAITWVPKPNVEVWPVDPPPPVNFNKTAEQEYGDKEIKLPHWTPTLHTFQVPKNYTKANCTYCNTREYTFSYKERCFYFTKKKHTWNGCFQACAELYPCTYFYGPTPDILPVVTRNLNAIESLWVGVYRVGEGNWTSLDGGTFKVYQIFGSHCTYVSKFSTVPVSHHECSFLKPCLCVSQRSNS
p97 ATPase inh = human p97 ATPase inhibition. recombinant p97 ATPase, Kinase-Glo ATP luminescence, 3 h. 220,000 tested, 0.42% active. P55072. inhibition, % at 8 µM; in the data active means inhibition above about 15%;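 further: 0% = DMSO vehicle and 100% = wells lacking enzyme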
Runt-SMMHC FRET = Runt domain-CBFb-SMMHC interaction inhibition; Cerulean-Runt/Venus-CBFb-SMMHC FRET ratio 530/480, 1 h; inhibition, % at 20 µM; 220,000 tested, 0.74% active;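 active means mean inhibition across duplicate retests at 20 µM reaching about 50%, limit read from the data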;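 further: 0% = DMSO wells and 100% = wells with excess untagged CBFb-SMMHC; inhibitors lower the FRET ratio by blocking Runt binding to CBFb-SMMHC; some results filed as inactive read as strong as hits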
Calpain2 inh = blocks pig calpain II enzyme activity | inhibition, % at 16 µM | 220,000 tested, 0.37% active | purified calpain II, fluorogenic peptide substrate, 30 min;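 active means inhibition above about 50%, limit read from the data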
TbHK1 inh = T. brucei hexokinase 1 inhibition; recombinant TbHK1, G6PDH-coupled NADH A340; inhibition, % at 10 µM; 220,000 tested, 0.11% active; AID 1430;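 active means inhibition of 50% or more in the single-dose primary screen; inactive means inhibition below 50%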
RBBP9 inh = human RBBP9 hydrolase inhibition; recombinant RBBP9, FP-Rh probe fluorescence polarization; inhibition, % at 7.94 µM; 220,000 tested, 0.2% active; AID 1515;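 active means inhibition above the campaign mean of all tested compounds plus 3 SD, cut at about 14% in these data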;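 further: plate controls were DMSO wells with RBBP9 for no effect and wells lacking RBBP9 protein for full effect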
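Measured by – fluorescence polarization · Test system – RBBP9 protein · Input – 2.5 µM RBBP9 dispensing solution, before mixing · Measure – percent inhibition from mP, scaled between DMSO and no-protein wells · Benchmarks – DMSO-treated enzyme wells and wells lacking RBBP9 · Times – preincubation 30 min plus labeling 45 min at 25 °C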
p47phox inh = blocks human p47phox regulatory protein of NADPH oxidases. P14598. p47phox/p22phox peptide binding, fluorescence polarization, 2 h. inhibition, % at 24.7 µM. 220,000 tested, 0.53% active;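 active means inhibition above about 30%, limit read from the data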;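 further: 0% = p47phox with labelled peptide and 100% = labelled peptide alone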
An asterisk follows results filed as active; i = inactive; nt = not tested or not shown; [ ] = another dose, or the depositor's remark.

SMILES	Runt-CBFb FRET	Furin inh	EBV gp42 inh	p97 ATPase inh	Runt-SMMHC FRET	Calpain2 inh	TbHK1 inh	RBBP9 inh	p47phox inh
O=C(Cn1c(=O)oc2ccccc21)Nc1nc(-c2ccccc2)cs1	1	-14[20 µM]	-6	0	-2	-19	1	-2	-4
CCOC(=O)c1cc2sccc2n1Cc1ccccc1	-1	-29[20 µM]	-9	1	-1	32	2	-9	-5
N=c1oc2ccccc2cc1C(=O)N/N=C/c1ccccc1	-2	-8[20 µM]	-21	2	-6	14	-36	0	-23
CC1CCC2C(=O)N(c3ccc(C(=O)NCc4ccccc4)cc3)C(=O)C2C1 (stereo not drawn)	-4	-16	8	-2	2	16	-2	-6	-2
CC1(CCC#N)N=C(SCCC#N)N(c2ccccc2)C1=O (stereo not drawn)	1	2	-6	-3	0	-10	8	-4	1
c1cncc(-c2nc(-c3ccco3)cs2)c1	16	-24	-24	5	4	-43	0	-2	-6
Cc1nn(C)cc1C(C(=O)NC1CCCCC1)N(C(=O)Cn1nnc2ccccc21)c1ccc(F)cc1 (stereo not drawn)	0	-13[20 µM]	-13	-1	-6	9	-18	-9	-22
ClCC1NCC(c2ccccc2Cl)c2c1[nH]c1ccccc21 (stereo not drawn)	1	-22	-14	3	7	-56	-6	-7	-25
CCCn1c2c(c(O)c(C(=O)Nc3ccccc3)c1=O)CCCC2	-3	-20	-1	1	-3	16	-4	-5	-12
O=C(Cn1cc2c(n1)CCCC2)Nc1cc(-c2cccc(Cl)c2)no1	-1	-14	3	0	6	7	-9	-4	-34
CCOC(=O)C1=C2N(C)c3ccccc3N2CCC1=O	-1	-12	-10	4	2	-50	-19	-5	-8
CCN(CC)CCCNC(=S)N(Cc1cccnc1)Cc1cc2cc(C)cc(C)c2[nH]c1=O	nt	-19	-6	0	nt	-22	-1	11	-6
Cc1[nH]nc2c1C(c1cccs1)C1=C(CC(C)(C)CC1=O)N2 (stereo not drawn)	-3	-13	6	3	-1	-217	-29	0	0
CC(C)(O)C(=O)NN(Cc1ccccc1)c1ccccc1	-1	-17	-12	0	2	3	-2	-2	1
COc1cccc(NC(=O)CCSc2nnc3scc(-c4ccccc4)n23)c1	-1	7	3	-2	-2	16	9	2	5
O=C(NCCN1CCOCC1)C1CCC(=O)N1Cc1ccc(F)cc1 (stereo not drawn)	1	-15[20 µM]	-11	2	-3	-4	-8	2	-2
Cn1nc(-c2ccccc2)c(CSc2ccccc2)c1Cl	-6	-9[20 µM]	-13	-4	-1	-54	3	-11	139*
C/C(=N\Nc1ncc(Cl)cc1Cl)c1ccc(N2CCOCC2)cc1	2	-12	-18	5	-3	23	-2	-5	-6
CC(=O)Nc1ccc(OCC(O)Cn2ccnc2C)cc1 (stereo not drawn)	1	13	6	-3	4	5	6	8	4
CC(=O)c1c(C)oc2c1C(=O)c1ccccc1C2=O	-2	-16	-5	4	-9	12	-7	-3	-11
CSc1nc2ccc(S(=O)(=O)NC3CCCCC3)cc2s1	-1	-3[20 µM]	12	-3	-1	43	-4	-3	-3
O=C(CN1C(=O)/C(=C\c2ccccc2F)SC1=S)Nc1nc2ccccc2s1	7	-11	-15	10	0	-53	-8	-7	-40
COc1ccc(-c2c3c(nc4sc5c(=O)[nH]c(C)nc5c24)CCC3)cc1	1	-33[20 µM]	0	2	6	-298	-19	-5	-15
COc1ccc(CNC(=O)COC(=O)CCC(=O)c2cccs2)cc1	0	-18	-6	4	-3	3	-7	-6	-12
Cc1ccc(-c2cc(C(=O)NCC3CCCO3)c3ccccc3n2)o1 (stereo not drawn)	nt	-19[20 µM]	nt	2	nt	nt	-5	-1	nt

Later entries.
SMILES	Runt-CBFb FRET	Furin inh	EBV gp42 inh	p97 ATPase inh	Runt-SMMHC FRET	Calpain2 inh	TbHK1 inh	RBBP9 inh	p47phox inh
COc1ccccc1S(=O)(=O)CC(O)COc1ccc(F)cc1Cl (stereo not drawn)	0	-18	4	0	3	-1	0	-3	-4
O=C(NC1CCCCC1)C(c1ccc(F)cc1)N(C(=O)c1cccs1)c1ccc2c(c1)OCO2 (stereo not drawn)	-4	-11[20 µM]	-15	2	17	16	6	-9	2
CCOC(=O)c1c(NC(=O)CN(CC)CC)sc2c1CCN(C(=O)OCC)C2	-6	-9	-15	-5	-6	19	-7	-6	-16
NNC(=O)c1oc2nc(-c3ccco3)cc(-c3ccco3)c2c1N	-9	25*	-7	-3	-27	-2	-24	8	-27
CCc1c(C)[nH]c2ccc(C)cc2c1=O	0	-9[20 µM]	-15	2	1	-6	-14	8	-6
O=C(Cn1cnc2c(nnn2-c2ccccc2)c1=O)N1CCOCC1	1	-17	-22	-15	0	-4	-4	7	-5
O=c1c2ccccc2n2nnnc2n1-c1ccccc1	1	-16[20 µM]	-3	10	4	-6	-5	5	-6
O=C(NCc1nc2ccccc2[nH]1)C1=C[C@@H](c2csc3ccccc23)C[C@@H](OCc2ccc(CO)cc2)O1	46	6	-12	3	-3	-44	-7	-38	-30
CCCCNC(=O)C(NS(=O)(=O)c1cccc2nsnc12)c1ccccc1 (stereo not drawn)	0	-6	-19	2	5	7	14	4	-7
O=C(O)COc1ccc(NC(=O)c2cccs2)cc1	nt	-24[20 µM]	-18	1	nt	-10	3	1	-7
Cc1nn(C(C)(C)C)c(NC(=O)c2ccc(Cl)cc2)c1Br	0	-6	-9	-1	-4	11	10	-2	-10
Cc1cc(=O)oc2cc(OCC(=O)NCc3ccccn3)ccc12	nt	-10[20 µM]	6	4	-2	-25	-6	-2	15
C/C(=N\NC(N)=S)c1ccc(Cl)s1	-1	2	-17	2	0	21	-45	-9	-1
Cc1ccc(NC(=O)COC(=O)c2cc(Cl)cc(Cl)c2)c(Br)c1	-2	-41	1	5	-3	0	5	-12	3
CCOC(=O)N1CCC(=NNc2ccc(S(=O)(=O)N3CCOCC3)cc2[N+](=O)[O-])CC1	0	-37	1	10	-1	-6	-3	-1	-7
Cn1c(CN2CCCCC2)nc2cc(NS(=O)(=O)c3ccc(F)cc3)ccc21	1	-38	-15	5	2	36	-5	-2	-1
COC(=O)C1=C(C)NC2=C(C(=O)CCC2)C1c1cccs1 (stereo not drawn)	1	-15[20 µM]	7	5	3	-245	-12	5	-7
CCOc1ccc(NC(=O)NCc2cccnc2)cc1	0	-28	-8	4	1	-24	-9	-2	-3
CCOc1ccc(C(C)=O)cc1CSc1nnnn1-c1ccc(O)cc1	-3	-25	-8	5	-1	17	5	-7	-19
O=C(Cn1[nH]c(=O)c2ccccc2c1=O)NC1CCN(Cc2ccccc2)CC1	0	-22	-6	1	-1	-4	3	-8	1
O=C1NC(c2ccc3c(c2)OCO3)Oc2ccccc21 (stereo not drawn)	-1	-11	-2	2	4	23	4	-10	-1
Cc1ccc(N/C=C(/C#N)c2ccsc2)cc1C	-1	0[20 µM]	-8	-2	3	-5	-34	-1	-14
Cc1ccc(S(=O)(=O)N2CCN(C(=O)c3ccc([N+](=O)[O-])cc3)C2)cc1	0	-34	-24	4	0	-22	0	-4	0
O=C(NCc1ccco1)c1cnn2c1NC(c1ccccc1)CC2C(F)(F)F (stereo not drawn)	-2	-13	-9	-1	-7	5	-6	-10	-12
CCc1nnc(NC(=O)C=C(C)C)s1	2	-11[20 µM]	-18	1	-2	-21	3	-7	-6

Sorted by molar mass (largest number first): 13 of the compounds above
SMILES	Runt-CBFb FRET	Furin inh	EBV gp42 inh	p97 ATPase inh	Runt-SMMHC FRET	Calpain2 inh	TbHK1 inh	RBBP9 inh	p47phox inh
O=C(NCc1nc2ccccc2[nH]1)C1=C[C@@H](c2csc3ccccc23)C[C@@H](OCc2ccc(CO)cc2)O1	46	6	-12	3	-3	-44	-7	-38	-30
Cc1ccc(NC(=O)COC(=O)c2cc(Cl)cc(Cl)c2)c(Br)c1	-2	-41	1	5	-3	0	5	-12	3
CCOC(=O)c1c(NC(=O)CN(CC)CC)sc2c1CCN(C(=O)OCC)C2	-6	-9	-15	-5	-6	19	-7	-6	-16
CCCCNC(=O)C(NS(=O)(=O)c1cccc2nsnc12)c1ccccc1 (stereo not drawn)	0	-6	-19	2	5	7	14	4	-7
O=C(NCc1ccco1)c1cnn2c1NC(c1ccccc1)CC2C(F)(F)F (stereo not drawn)	-2	-13	-9	-1	-7	5	-6	-10	-12
COc1ccccc1S(=O)(=O)CC(O)COc1ccc(F)cc1Cl (stereo not drawn)	0	-18	4	0	3	-1	0	-3	-4
Cc1nn(C(C)(C)C)c(NC(=O)c2ccc(Cl)cc2)c1Br	0	-6	-9	-1	-4	11	10	-2	-10
CCOc1ccc(C(C)=O)cc1CSc1nnnn1-c1ccc(O)cc1	-3	-25	-8	5	-1	17	5	-7	-19
O=C(Cn1cnc2c(nnn2-c2ccccc2)c1=O)N1CCOCC1	1	-17	-22	-15	0	-4	-4	7	-5
NNC(=O)c1oc2nc(-c3ccco3)cc(-c3ccco3)c2c1N	-9	25*	-7	-3	-27	-2	-24	8	-27
CCOc1ccc(NC(=O)NCc2cccnc2)cc1	0	-28	-8	4	1	-24	-9	-2	-3
O=c1c2ccccc2n2nnnc2n1-c1ccccc1	1	-16[20 µM]	-3	10	4	-6	-5	5	-6
CCc1c(C)[nH]c2ccc(C)cc2c1=O	0	-9[20 µM]	-15	2	1	-6	-14	8	-6

The list continues.
SMILES	Runt-CBFb FRET	Furin inh	EBV gp42 inh	p97 ATPase inh	Runt-SMMHC FRET	Calpain2 inh	TbHK1 inh	RBBP9 inh	p47phox inh
CCC(CC)C(=O)Nc1cc(Cl)ccc1C	-3	-30	5	-2	-2	-23	-7	-2	-4
Cc1cc(C)nc(NC(=O)/C=C/c2ccc(Cl)cc2)n1	-1	-21	0	-2	-1	5	-12	-3	-3
COc1cc(CCC(=O)OCC(=O)Nc2ccc(C(N)=O)cc2)cc(OC)c1OC	1	-25	-1	1	0	-6	0	-6	-7
Cc1cc(C(=O)NNC(=S)Nc2ccccc2)nn1C	2	-23	-2	8	1	-27	-2	-9	5
CC(=O)N=c1ncn(CC(COC(C)=O)OC(C)=O)c2nc[nH]c12 (stereo not drawn)	0	-19	-18	0	2	-24	-3	-5	-3
CCN(CC)Cc1cc2ccccc2c2c1COC2	-4	-8	-21	2	4	i	23	-4	-56

Results in RBBP9 inh, Furin inh and Runt-CBFb FRET, for 2 of the compounds above:
mol	RBBP9 inh	Furin inh	Runt-CBFb FRET
Cc1cc(C)nc(NC(=O)/C=C/c2ccc(Cl)cc2)n1	-3	-21	-1
COc1cc(CCC(=O)OCC(=O)Nc2ccc(C(N)=O)cc2)cc(OC)c1OC	-6	-25	1
